# High-throughput results: PubChem, several laboratories
# CYP2C19 activ: increases human CYP2C19 enzyme activity; P33261; recombinant CYP2C19, luciferin-H EGE luminescence; stronger effect = higher value; 0 = fully inhibited enzyme, 1 = untreated enzyme; activation factor at 5 µM; 96,000 tested, under 10 active; AID 1025;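 active = activation factor of at least 2 at 5 µM in the primary screen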;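 note: 0 = wells with 2.5 mM tranylcypromine and 1 = vehicle-only wells; values of inactives mirror those of a sister screen read the other way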
# Target sequence (P33261 whole entry, looked up): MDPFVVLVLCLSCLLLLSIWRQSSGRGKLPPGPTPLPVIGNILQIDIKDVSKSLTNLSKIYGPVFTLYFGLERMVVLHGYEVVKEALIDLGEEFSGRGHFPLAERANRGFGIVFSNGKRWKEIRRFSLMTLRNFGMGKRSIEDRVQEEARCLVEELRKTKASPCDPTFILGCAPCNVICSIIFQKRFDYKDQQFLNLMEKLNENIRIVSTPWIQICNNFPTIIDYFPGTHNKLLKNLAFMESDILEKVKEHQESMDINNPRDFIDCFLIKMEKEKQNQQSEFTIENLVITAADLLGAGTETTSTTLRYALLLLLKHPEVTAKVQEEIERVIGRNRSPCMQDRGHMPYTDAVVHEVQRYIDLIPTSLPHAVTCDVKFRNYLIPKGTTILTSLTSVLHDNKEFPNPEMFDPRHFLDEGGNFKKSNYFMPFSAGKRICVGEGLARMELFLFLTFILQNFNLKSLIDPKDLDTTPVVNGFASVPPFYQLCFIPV
# PLK1 inh: inhibitors of human PLK1 kinase. recombinant PLK1 kinase, TR-FRET peptide phosphorylation. 97,000 tested, 0.53% active. inhibition, % at 10 µM. P53350;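 active = inhibition of 50% or more in the single-concentration screen; inactive = inhibition below 50%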;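 note: 0% = DMSO max control and 100% = H-89 dihydrochloride min control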
# HIV Rev-RRE inh: disrupts HIV-1 Rev binding to RRE RNA; P05866; 97,000 tested, 0.79% active; Rev peptide-RRE RNA binding, FRET; inhibition, % at 8 µM;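 active = inhibition above the screen-wide mean plus 3 SD, cut at about 35% in these data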;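 note: 0% = median DMSO wells and 100% = median Neomycin B control wells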
# Target sequence (P05866 whole entry, looked up): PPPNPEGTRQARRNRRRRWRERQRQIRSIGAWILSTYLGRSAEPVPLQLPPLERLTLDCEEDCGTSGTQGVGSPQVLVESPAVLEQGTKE
#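 Test system: labelled RRE RNA duplex and labelled Rev peptide. Times: 5 min compound–RNA preincubation, then 15 min with peptide, 25 °C. Doses: single-dose 8 µM. Measured by: FRET, excitation 480 nm, emission 540 nm donor and 671 nm acceptor. Measure: % inhibition of FRET ratio versus controls.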
# CYP2C19 inh: blocks human cytochrome P450 2C19; P33261; CYP2C19 Supersomes, luciferin-H EGE luminescence, 30 min; inhibition, % at 5 µM; 96,000 tested, 21% active; AID 778;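 active = CYP2C19 inhibition above a set limit at 5 µM in the primary screen, cut at about 50% in these data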;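 note: plate controls were negative control wells for no effect and 2.5 mM tranylcypromine positive control for full effect; values of inactives mirror those of a sister screen read the other way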
# CYP2C9 inh: blocks human cytochrome P450 2C9; CYP2C9 Supersomes, luciferin-H conversion, luminescence; 96,000 tested, 20% active; inhibition, % at 5 µM;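 active = blocking of liver enzyme CYP2C9 beyond about 50% at 5 µM, limit read from the data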; note: values of inactives mirror those of a sister screen read the other way
# Target sequence (P11712 whole entry, looked up): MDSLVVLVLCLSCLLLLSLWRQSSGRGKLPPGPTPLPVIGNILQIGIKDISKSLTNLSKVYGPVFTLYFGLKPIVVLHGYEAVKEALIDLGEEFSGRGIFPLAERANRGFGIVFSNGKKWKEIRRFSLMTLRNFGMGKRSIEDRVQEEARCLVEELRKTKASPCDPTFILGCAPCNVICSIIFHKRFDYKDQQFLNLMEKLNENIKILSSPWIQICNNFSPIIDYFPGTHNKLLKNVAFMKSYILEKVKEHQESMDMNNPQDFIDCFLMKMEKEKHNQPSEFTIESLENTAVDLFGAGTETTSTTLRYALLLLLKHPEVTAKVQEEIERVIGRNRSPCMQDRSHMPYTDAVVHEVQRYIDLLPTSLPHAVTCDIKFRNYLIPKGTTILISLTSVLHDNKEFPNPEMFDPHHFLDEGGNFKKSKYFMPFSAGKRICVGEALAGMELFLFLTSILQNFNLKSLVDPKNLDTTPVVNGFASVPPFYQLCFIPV
# CYP2C9 act: CYP2C9 (human) activation | activation factor at 5 µM | recombinant CYP2C9, luciferin-H conversion, luminescence; stronger effect = higher value; factor 1 = untreated enzyme, 0 = blocked | P11712 | 96,000 tested, 1.4% active;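 active = activation factor of 2 or more for CYP2C9 at a 5 µM dose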;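 note: 0 = sulfaphenazole-blocked wells and 1 = vehicle-only wells; values of inactives mirror those of a sister screen read the other way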
# PLAP act: human PLAP activation; P05187; purified PLAP enzyme, luminescent substrate read-out; stronger effect = higher value; 96,000 tested, 1.2% active; activation fold at 20 µM; in the data active = activation fold above about 2
# Plk1 PBD FP: Plk1 (human) PBD binding inhibition | inhibition, %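 (tested at about 20 µM)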 | P53350 | 97,000 tested, 0.13% active | Plk1 PBD phosphopeptide binding, fluorescence polarization | AID 693; in the data active = inhibition above about 34%, passing the limit was not always enough
# EphB4 ephrin blk: EphB4-ephrin-B2 interaction antagonism | inhibition, % at 7 µM | 97,000 tested, 0.15% active | P54760 | EphB4 LBD / TNYL-RAW-Alexa532 peptide, fluorescence polarization;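 active = inhibition above the screen-wide mean inhibition plus 3 SD, cut at about 15% in these data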;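 note: 0% = DMSO wells and 100% = excess unlabeled TNYL-RAW peptide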
# * = called active by the depositor; · = not tested or not shown; & = joins results of further samples.
SMILES,CYP2C19 activ,PLK1 inh,HIV Rev-RRE inh,CYP2C19 inh,CYP2C9 inh,CYP2C9 act,PLAP act,Plk1 PBD FP,EphB4 ephrin blk
CC(C)(C)c1ccc(S(=O)(=O)O/N=C2/CCCCC2c2ccc([N+](=O)[O-])cc2[N+](=O)[O-])cc1 (stereo unspecified),0.9,-6,9,10,35,0.6,1,-6,5
Cc1[nH]c2ccc(Br)cc2c(=O)c1CN1CCOCC1,1,-6,3,1,10,0.9,1,12,-9
O=c1[nH]c(=O)n(CCO)c2nnn(Cc3ccccc3)c12,0.9,-8,4,9,-8,1.1,1,17,-2
O=C(Nc1ccc(F)cc1)N(CCCN1CCOCC1)Cc1cc2cc3c(cc2[nH]c1=O)OCCO3,0.6,-6,7,36,15,0.9,1.7,19,1
COc1ccc(C2/C(=C(/O)c3ccccc3)C(=O)C(=O)N2C)cc1 (stereo unspecified),1.1,-11,10,-9,8,0.9,0.9,5,3
O=C(NCc1nnc(SCC(=O)N2CCN(c3ccccc3)CC2)o1)c1ccco1,·,-14,5,·,·,·,·,-9,-2
COc1ccc(N=Cc2c(O)[nH]c3ccccc23)cc1,0.9,-7,-1,8,10,0.9,1,16,-4
O=C(NCC(=O)N(c1ccc2c(c1)OCCO2)C(C(=O)NC1CCCC1)c1ccco1)c1ccco1 (stereo unspecified),·,-14,-1,·,·,·,·,-6,-3
O=C(c1ccccc1)c1cccn1CC(=O)N1CCN(C2CCCCC2)CC1,0.9,-13,0,10,-4,1,1.2,-8,1
COc1ccc(N(CC(O)CN2C(=O)NC(C)(C)C2=O)S(=O)(=O)c2ccccc2)cc1 (stereo unspecified),0.5,-15,0,49,26,0.7,0.8,-10,-6
CN(CCOc1ccc(-c2ccn(S(=O)(=O)c3cccc4ccccc34)n2)cc1)c1ccccn1,0.5,-7,6,50*,49,0.5,1.2,-1,-2
CCOC(=O)C1CCN(Cc2nc3ccccc3c(=O)n2-c2ccc(OCC)cc2)CC1,0.8,-9,9,18,54*,0.5,1.5,17,-3
CCc1nn(C(C)C(=O)NC(C)CCc2ccco2)c(=O)c2cc3occc3n12 (stereo unspecified),0.4,·,·,60*,77*,0.2,1.4,·,·
O=C(Cc1ccc(Br)cc1)N1CCCCCC1,0.5,-13,1,53*,10,0.9,0.8,-6,-6
CCC(CC)C(=O)N=C1SC2CS(=O)(=O)CC2N1CCc1ccc(OC)cc1 (stereo unspecified),0.2,-8,12,80*,77*,0.2,1,-24,2
COc1cc(CNCCc2ccc(F)cc2)ccc1OCc1ccc(Cl)nc1,0.5,-10,-1,45,26,0.7,1.5,-3,3
O=C(Cn1cc(C(=O)C2CC2)c2ccccc21)NCC1CCCO1 (stereo unspecified),1,-10,6,2,3,1,0.8,-8,2
COc1ccc(C(=O)CN2CCN(c3ccc(F)cc3)CC2)cc1OC,·,-11,3,·,·,·,1,-21,3
O=C(NC1CCCc2ccccc21)c1ccc(CNc2c(N3CCOCC3)c(=O)c2=O)cc1 (stereo unspecified),·,-6,0,·,·,·,·,-13,0
Cc1ccnc2c1NC(=O)c1cccnc1N2C1CC1,1,-10,0,-1,5,0.9,0.9,-18,-3
COC(=O)c1cc(Br)c(=O)n(CCC2=CCCCC2)c1,0,-12,-2,96*,85*,0.2,0.8,37,-4
COc1ccc(N2C(=O)C(Cl)=C(Nc3ccccc3O)C2=O)cc1,0.5,-4,6,46,45,0.5,1.1,-21,-1
CCOC(=O)CCCNC(=O)CN1C(=O)NC2(CCCCCC2)C1=O,1.1,4,1,-13,-14,1.1,1,-8,-5
Clc1cccc(-c2ccc(/C=N/n3cnnc3)o2)c1Cl,·,-8,0,·,·,·,·,-19,2

# Single records (already shown). Order of values: CYP2C19 activ | PLK1 inh | HIV Rev-RRE inh | CYP2C19 inh | CYP2C9 inh | CYP2C9 act | PLAP act | Plk1 PBD FP | EphB4 ephrin blk
# O=C(Cc1ccc(Br)cc1)N1CCCCCC1 reads 0.5 | -13 | 1 | 53* | 10 | 0.9 | 0.8 | -6 | -6
# O=C(NC1CCCc2ccccc21)c1ccc(CNc2c(N3CCOCC3)c(=O)c2=O)cc1 (stereo unspecified) reads · | -6 | 0 | · | · | · | · | -13 | 0
# CCOC(=O)CCCNC(=O)CN1C(=O)NC2(CCCCCC2)C1=O reads 1.1 | 4 | 1 | -13 | -14 | 1.1 | 1 | -8 | -5
# COC(=O)c1cc(Br)c(=O)n(CCC2=CCCCC2)c1 reads 0 | -12 | -2 | 96* | 85* | 0.2 | 0.8 | 37 | -4
# O=C(Cn1cc(C(=O)C2CC2)c2ccccc21)NCC1CCCO1 (stereo unspecified) reads 1 | -10 | 6 | 2 | 3 | 1 | 0.8 | -8 | 2

# Next part:
SMILES,CYP2C19 activ,PLK1 inh,HIV Rev-RRE inh,CYP2C19 inh,CYP2C9 inh,CYP2C9 act,PLAP act,Plk1 PBD FP,EphB4 ephrin blk
COc1cccc(C(=O)Nc2nc(C)cs2)c1,0.8,-7,-1,17,18,0.8,0.9,-7,-2
CN(C)c1ccc(P(=O)(OCc2ccccc2)C(O)c2ccncc2)cc1 (stereo unspecified),0.3,-10,-2,66*,63*,0.4,1.1,-1,2
O=C(N/N=C\c1ccc(Cl)s1)c1cccs1,0.9,-9,6,9,32,0.7,0.9,10,8
Oc1ccc(Br)cc1/C=N/n1cnc2ccccc21,0.9,-5,6,6,71*,0.3,1.1,18,10
CCNC(=O)Cc1ccc(Br)cc1,0.9,-5,8,7,1,1,1.1,2,-6
Nc1nc(Nc2ccc(Cl)cc2)n[nH]1,0.6,-8,0,37,-12,1.1,1.8,-1,-3
CCCN1CCN(CCCNC(=O)C2CCCN(c3nc4ccc(OCC)cc4s3)C2)CC1 (stereo unspecified),1.1,-9,6,-11,10,0.9,1.1,-24,-4
CN(C(=O)N1CCN(c2ccccn2)CC1)c1ccccc1,0.6,-8,7,43,34,0.7,1.1,-9,15*
COc1ccc(/C(O)=C/c2nc3ccccc3n(-c3ccccc3)c2=O)cc1,0.9,-16,78*,15,20,0.8,1.1,-4,3
O=c1ccc2cc(S(=O)(=O)N3CCOCC3)ccc2o1,0.8,-9,13,22,7,0.9,1,-7,5
C=CCn1c(=O)c2c(C)c(C)sc2n2c(Nc3ccccc3)nnc12,0.9,-5,14,11,28,0.7,1,19,-8
COc1cc(OC)cc(C(=O)Nc2ccc(-n3cnnn3)c(C)c2)c1,0.2,2,2,83*,92*,0.1,0.8,-6,2
Cc1ccc(S(=O)(=O)Cn2nnnc2C(C(C)C)N2CCN(Cc3ccco3)CC2)cc1 (stereo unspecified),0.9,-13,0,9,22,0.8,1.2,3,2
COc1ccc(CNC(=O)C(c2ccncc2)N(C(=O)Cc2cccs2)c2cccc(C)c2)cc1 (stereo unspecified),0.3,-11,4,70*,48,0.5,1.1,29,-2
Cc1ccc(S(=O)c2ccc(C)cc2)cc1,0.7,-11,7,32,2,1,0.8,11,8
COc1ccc(NC(=O)C(c2ccc(OC)cc2)N(C)C(=O)c2cnccn2)cc1 (stereo unspecified),0.7,·,·,30,34,0.7,1.6,·,·
COc1ccccc1C1CC(=O)Nc2cc3c(cc21)OCCO3 (stereo unspecified),0.7,-9,8,33,74*,0.3,0.9,11,4
CCOC(=O)N1CCC(n2c(SCC(=O)OCc3ccccc3)nc3ccsc3c2=O)CC1,0.6,-6,-1,38,47,0.5,1.3,4,-1
CCOc1ccc(Nc2nc(Cc3nnc(SCC(=O)O)o3)cs2)cc1,1.1,-14,7,-14,-6,1.1,1.4,1,3
COc1cccc(C2=NOC(C(=O)N3CCN(Cc4ccccc4)CC3)C2)c1OC (stereo unspecified),0.8,-15,9,16,-111,2.1*,1.3,10,1
COc1ccc(C)cc1NC(=O)C1CCN(S(=O)(=O)c2cccc3cccnc23)CC1,1.1,-10,13,-7,-174,2.7*,1.6,10,4
COc1cccc(C=Nc2cccnc2)c1O,1,-1,4,-3,4,1,1,-9,-4
CCN(CCNC(=O)C1CCCN(Cc2nc(-c3ccc(OC)cc3)oc2C)C1)c1ccccc1 (stereo unspecified),0.4,-1,2,55*,61*,0.4,1.4,-3,5
Cc1cc(Br)ccc1NC(=O)CNC(=O)CN(C)Cc1nc2ccccc2c(=O)[nH]1,0.3,12,-1,68*,63*,0.4,·,-3,4
CCCCc1cc(=O)oc2cc(C)cc(OCc3nn[nH]n3)c12,0.9,-2,3,11,68*,0.3,1.2,-1,-9
CCOc1ccc(N2C(=O)CC(N3CCC(NC(=O)Nc4ccccc4)CC3)C2=O)cc1 (stereo unspecified),0.1,-14,7,90*,59*,0.4,1.6,-15,5
COc1ccccc1OCC(=O)O,1,-8&-10,7&3,-4,1,1,1,6&-14,5&-2
COC(=O)CCN(C)CCC(=O)OC,1.1,-11,6,-8,-4,1,1,-23,-3
COC(=O)c1ccc(Nc2nc(C)cc(=O)[nH]2)cc1,1,-7,9,3,5,1,1.3,16,-1
CC(=O)c1c(C(C)=O)c(C)n(-c2ccc(C(=O)O)cc2)c1C,1,-12,4,2,-1,1,1.2,1,0
N#Cc1c(NC(=O)CCN2C(=O)c3ccccc3C2=O)oc(-c2ccccc2)c1-c1ccccc1,0.7,0,6,30,82*,0.2,1.1,-11,3
Cc1nc(-c2ccccc2)sc1C(=O)CSc1ccccc1,1,-9,15,4,80*,0.2,1.1,23,4
Cc1cccc(C(=O)NC2CC3CCCC(C2)N3C(=O)NC2CCCCC2)c1 (stereo unspecified),0.5,-3,-3,48,49,0.5,0.9,-4,-8
CCn1cc([N+](=O)[O-])c(C(=O)Nc2ccc(Cn3nc(C)cc3C)cc2)n1,1.1,-11,8,-11,-4,1,1,-21,3
CN(c1ccccc1C(=O)O)S(=O)(=O)c1ccc2c3c(cccc13)C(=O)N2,·,-10,5,·,·,·,·,3,3
COCC(=O)N(Cc1ccccc1)c1ccccn1,0.9,-7,3,10,14,0.9,0.8,-5,5
Cc1cccc(OCc2nc3ccccc3c(=O)n2N)c1,0.7,-10,6,35,39,0.6,1.1,-7,-3
Cc1cc(NCCCN2CCOCC2)n2c(nc3ccccc32)c1C#N,0.5,-3,17,51*,40,0.6,1.5,-12,0
O=C(NCC(=O)N(Cc1ccccc1)C(C(=O)NC1CCCCC1)c1ccco1)c1ccco1 (stereo unspecified),·,-10,8,·,·,·,·,-31,9
Cc1ccc2cccc(OC(=O)c3ccc4c(c3)OCCO4)c2n1,0.9,-5,5,6,-9,1.1,1,-12,3
CCN(CC)C(=O)CSc1nc(-c2cccs2)cc(-c2cccs2)c1C#N,·,-17,9,·,·,·,·,-4,1
CSc1nnc(-c2ccc(NC(=O)CCc3ccccc3)cc2)n1C,0.9,-5,3,11,1,1,1.2,7,2
COc1ccc(C(=O)NC(CO)c2nnc(SCc3ccc(Cl)c(Cl)c3)n2C)cc1 (stereo unspecified),0.9,-12,0,12,29,0.7,1.5,-3,-10
C=CCn1c(=N)n(CC(O)c2ccco2)c2ccccc21 (stereo unspecified),1,2,6,3,5,0.9,1.1,-30,-3
Cc1cc(C(=O)Nc2ccccc2N2CCOCC2)c2ccccc2n1,0.7,-1,8,30,58*,0.4,1.4,25,0
CCOC(=O)CCSc1nc2c(c(C(F)(F)F)c1C#N)CCC2,0.2,-14,12,78*,67*,0.3,1.5,-29,3
Cc1ccc2c(c1)c1c(n2CC(O)Cn2c(C)nc3ccccc32)C(=O)CCC1 (stereo unspecified),1,·,·,2,86*,0.1,1.6,·,·
COC(=O)c1c(NC(=O)CSc2nncs2)sc2c1CCCCC2,0.2,-5,8,83*,92*,0.1,1.5,27,-1
